Vif-APOBEC3G blk: inhibitors of Vif-APOBEC3G interaction; Q9HC16; HeLa A3G-eYFP + Vif (tagged APOBEC3G with the HIV-1 protein that degrades it), YFP fluorescence, overnight; Potency, µM (series often up to 46.1 µM), for the others: top-dose activity, negative = active, usual class: inhibitors; 0.076% of 410,000 active;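 also: % is scaled to controls: 0 for no effect and ±100 for the full control effect; nearly all actives have a fitted effect of over 60% in size; hits raise eYFP signal because A3G escapes Vif-driven loss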
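HeLa cells stably expressing Vif and C-terminally eYFP-tagged A3G, seeded overnight at 37 deg C, then exposed to compound by pintool overnight at 37 deg C. Rise in yellow fluorescence (Ex 488/Em 500-530, Acumen) marks blocked Vif-driven A3G degradation.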
12-LOX inh: ALOX12 (human) lipoxygenase inhibition. purified 12hLO, xylenol orange hydroperoxide absorbance. Potency, µM (titrated, usually from 108 µM), without a hit: at the highest dose activity change, negative = inhibition, usual class: inhibitors. 1.1% of 580,000 active; also: % is scaled to controls: 0 for no effect and ±100 for the full control effect
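Purified human 12hLO (150 nM final) in 25 mM Hepes, 0.01% Triton X-100, pH 7.0 was preincubated 15 min at room temperature with compound. Then 40 uM arachidonic acid was added, 30 min. Hydroperoxide was read by Fe-XO absorbance ratio 573/405 nm.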
RGS4 inh: inhibitors of human regulator of G protein signaling 4; P49798; Transcreener GDP fluorescence polarization, RGS4-accelerated GTP hydrolysis; Potency, µM (series often up to 114 µM), inactives show at the highest dose activity change, negative = inhibition, most hits filed as inhibitors; 0.039% of 390,000 active; also: % is scaled to controls: 0 for no effect and ±100 for the full control effect; nearly all actives have a fitted effect of over 75% in size; some results filed as inactive show a strong effect at the top dose
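MLSMR compounds (23 nl, pin-transferred) preincubated 10 min at room temperature with a 500nM (2x) first reagent, then RGS4 at 900nM (2x) plus Transcreener GDP mix added; fluorescence polarization (620/688 nm) read before and after 90 min at 30 °C.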
TrxR1 inh: inhibitors of rat thioredoxin reductase 1; O89049; recombinant rTrxR1, NADPH fluorescence consumption, selenite substrate; Potency, µM (highest dose often 114 µM), for the others: top-dose activity change, negative = inhibition, actives largely listed as inhibitors; 1% of 390,000 active; AID 588453; also: % is scaled to controls: 0 for no effect and ±100 for the full control effect; nearly all actives have a fitted effect of over 65% in size
Target sequence (O89049 whole entry, looked up): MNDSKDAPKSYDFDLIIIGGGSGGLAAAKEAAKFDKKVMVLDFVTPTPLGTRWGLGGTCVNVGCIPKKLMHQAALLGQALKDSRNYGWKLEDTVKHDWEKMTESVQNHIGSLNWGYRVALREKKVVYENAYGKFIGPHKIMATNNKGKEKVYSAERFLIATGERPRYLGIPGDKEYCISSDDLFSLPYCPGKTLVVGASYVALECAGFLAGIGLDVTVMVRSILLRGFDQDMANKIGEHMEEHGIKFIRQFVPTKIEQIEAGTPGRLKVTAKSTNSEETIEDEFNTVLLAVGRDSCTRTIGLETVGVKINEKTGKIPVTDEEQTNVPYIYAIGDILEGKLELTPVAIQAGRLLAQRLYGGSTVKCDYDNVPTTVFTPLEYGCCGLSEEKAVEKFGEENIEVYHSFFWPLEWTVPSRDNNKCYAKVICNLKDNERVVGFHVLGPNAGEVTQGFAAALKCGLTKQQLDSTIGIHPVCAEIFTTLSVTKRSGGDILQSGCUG
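Rat TrxR1 (90 nM in the dispensed reagent) was pre-reduced with 400 uM NADPH for 5 min at room temperature, then incubated with compound for 15 min. After 400 uM selenite was added, NADPH fluorescence (Ex 340/Em 450 nm) was followed for 8 min.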
TrxR1 substrate: substrates of rat thioredoxin reductase 1; purified TrxR1 substrate turnover, NADPH consumption readout; Potency, µM (series often up to 114 µM), for inactives: top-dose activity change, negative = substrate turnover; 0.01% of 390,000 active; also: % is scaled to controls: 0 for no effect and ±100 for the full control effect; nearly all actives have a fitted effect of over 50% in size
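Rat TrxR1, dispensed at 90 nM, was prereduced with 400 uM NADPH (final) for 5 min at ~22 deg C, then incubated with compound 15 min before 400 uM selenite. A first-read NADPH fluorescence drop versus no-compound background flagged substrates.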
USP1 inh: USP1/UAF1 (human) deubiquitinase inhibition | O94782 | Potency, µM (titrated, usually from 57.1 µM), inactives show at the top dose activity change, negative = inhibition, usual class: inhibitors | recombinant USP1/UAF1, Ub-Rhodamine cleavage fluorescence | AID 743255 | 0.23% of 390,000 active; also: % is scaled to controls: 0 for no effect and ±100 for the full control effect; nearly all actives have a fitted effect of over 60% in size; inactives centre near -12
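Step one: compound is pinned into 1nM USP1/UAF1 in HEPES pH 7.8 buffer with TCEP. Step two: 15 min room-temperature incubation. Step three: Ub-Rho (150nM final) starts cleavage, tracked by fluorescence over six one-minute reads.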
Vif-A3F inh: blocks the Vif interaction with APOBEC3F; HeLa A3F-eYFP + Vif (tagged APOBEC3F with the HIV-1 protein that degrades it), YFP fluorescence increase; Potency, µM (series often up to 46.1 µM), without a hit: at the top dose activity, negative = active; 0.2% of 390,000 active; AID 602313; also: % of control where 0% means no effect; nearly all actives have a fitted effect of over 65% in size
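HeLa cells stably expressing A3F-eYFP plus Vif, plated and incubated overnight at 37 deg C, then exposed to compounds overnight at 37 deg C. Blocked degradation read as raised yellow fluorescence (Ex 488/Em 500-530).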
RXFP1 agonist: RXFP1 (human) receptor agonism. Q9HBX9. HEK293T-RXFP1 cAMP TR-FRET, 30 min; response scale: percent of porcine relaxin response, buffer zero. Potency, µM (top dose mostly 57.5 µM), for the others: at the highest dose activation, usual class: activators. 0.3% of 370,000 active. AID 2676; also: % is scaled to controls: 0 for no effect and ±100 for the full control effect; nearly all actives have a fitted effect of over 60% in size; many of its hits are not listed in these tables
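Agonist response is measured as cAMP accumulation in an RXFP1-transfected HEK293T line under PDE4 inhibition. Values are scaled between buffer-only and 29 nM porcine relaxin, and EC50s come from standard Hill equation fits.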
mIDH1 inhibitor: human IDH1 R132H inhibition | O75874 | IDH1-R132H enzyme, NADPH consumption, diaphorase/resazurin fluorescence | Potency, µM (doses to about 76.6 µM), without a hit: at the top dose activity change, negative = inhibition, hits mostly inhibitors | 0.093% of 390,000 active; also: % is scaled to controls: 0 for no effect and ±100 for the full control effect; nearly all actives have a fitted effect of over 65% in size
Target sequence (O75874 whole entry R132H, stated change not applied): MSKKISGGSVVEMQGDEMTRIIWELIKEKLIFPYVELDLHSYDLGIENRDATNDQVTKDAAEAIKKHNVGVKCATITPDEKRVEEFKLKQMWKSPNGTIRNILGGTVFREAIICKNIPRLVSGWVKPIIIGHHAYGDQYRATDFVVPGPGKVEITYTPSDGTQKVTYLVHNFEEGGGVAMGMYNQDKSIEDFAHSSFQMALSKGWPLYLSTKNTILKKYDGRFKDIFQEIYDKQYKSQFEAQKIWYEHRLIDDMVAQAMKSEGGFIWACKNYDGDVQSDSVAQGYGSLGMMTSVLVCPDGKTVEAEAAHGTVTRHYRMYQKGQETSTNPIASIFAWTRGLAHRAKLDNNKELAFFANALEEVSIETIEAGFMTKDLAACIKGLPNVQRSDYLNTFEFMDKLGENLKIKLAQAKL
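IDH1-R132H (0.5 ug/mL dispensed) in pH 7.5 Tris buffer was preincubated 30 min with compound, then given a substrate mix of 0.016 mM NADPH and 2 mM alpha-KG for 80 min at room temperature; remaining NADPH was read by diaphorase/resazurin fluorescence.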
The depositor's hits bear a star; i = inactive; ? = inconclusive; . = not tested or not shown; & = joins results of further samples; [ ] = dose if it differs, or a comment. Calls follow the shape of the dose curve; as a rule, active = well fitted curve in the direction sought with a large enough effect; inconclusive = small, poorly fitted or top-dose-only effect, or another doubt; inactive = no such curve, though single readings can be large; an effect the other way counts as inactive or inconclusive. Potency is read from the fitted curve at half-maximal effect.

SMILES	Vif-APOBEC3G blk	12-LOX inh	RGS4 inh	TrxR1 inh	TrxR1 substrate	USP1 inh	Vif-A3F inh	RXFP1 agonist	mIDH1 inhibitor
CN1CCC2(CC1)N=C(c1ccc(F)cc1)C(=S)N2	5%	-30%	-15%	-5%[57.1 µM]	-6%	-20%	6%	-2.2%	16%
COc1ccc(-n2c(/C=C\c3ccccc3F)nc3ccccc3c2=O)cc1OC	-2%	-16%	9%	-4%[57.1 µM]	-6%[57.1 µM]	-22%	-8%	0.2%	-1%
Cc1ccc(-n2c(O)c(C=NCc3cccnc3)c(=O)[nH]c2=O)cc1C	4%	357%[activator]	-13%	-11%	-7%	-3%	-5%	3.5%	3%
C/C(=N\N1CCCCCC1)c1c(O)n(-c2ccc(Cl)cc2)c(=O)[nH]c1=O	-7%	133%[activator]	18%	-6%	?	-16%	7%	-2.6%	5%
O=C(Cn1c(=O)nc(-c2ccccc2)c2cc(Cl)ccc21)NCc1ccccc1	5%	-12%	18%	20%[57.1 µM]	14%[57.1 µM]	?	1%	13%	-1%
CC(=C1C(=O)c2ccccc2C1=O)N1CCN(CCN=Cc2c(O)n(C)c(=O)n(C)c2=O)CC1	2%	-3%[57.4 µM]	15%	-24%	-7%	3%	-5%	0.5%	2%
CNCC(O)c1cc(OCc2ccccc2)c(OCc2ccccc2)cc1F (stereo unspecified)	?	-14%	7%	?	6%	.	?	.	.
Cc1ccc(/C=C2/C(=O)NC(=O)N(CCc3ccc(F)cc3)C2=O)s1	2%	?	-48%	-34%	2%	-20%	8.9µM*	1.2%	0%
CC1CCCN(C(=O)c2ccc(N3CC4CC(C3)c3cccc(=O)n3C4)c([N+](=O)[O-])c2)C1 (stereo unspecified)	-2%	4%	5%	12%	-1%	-6%	-1%	4.5%	7%
CC(C)OP(=O)(OC(C)C)C(O)c1ccccc1F (stereo unspecified)	-3%	1%	7%	7%	4%[57.1 µM]	1%	0%	2.4%	-1%
C=CCn1c(O)c(C=NCCN2CCOCC2)c(=O)[nH]c1=S	0%	i	21%	13%	-6%	-26%	5%	0.0%	-3%
CCOC(=O)C(O)(c1ccc(NC(=S)NC(=O)c2ccc(Cl)cc2Cl)c(C)c1)C(F)(F)F (stereo unspecified)	4%	?	-28%	-4%[57.1 µM]	-1%[57.1 µM]	-19%	-12%	0.8%	-1%
COc1ccc(OC)c(-n2c(O)c(C=Nc3c(C)n(C)n(-c4ccccc4)c3=O)c(=O)[nH]c2=O)c1	5%	-3%	5%	1%	-7%	-13%	1%	4.0%	2%
CC(=O)N(C)CC#CCN1CCCC(CO)C1 (stereo unspecified)	-1%	0%	3%	1%	-2%	.	-3%	.	.
O=C(Cc1cc(=O)[nH][nH]1)N/N=C/c1ccccc1Cl	2%	?	-26%	?	-13%	-10%	-4%	-1.8%	-8%
CCOc1ccccc1N1C(=O)NC(=O)C(CCc2ccncc2)(CCc2ccncc2)C1=O	1%	0%	9%	34%	23%	-10%	9%	0.1%	6%
O=P(O)(O)Cc1c(Cl)cccc1Cl	-2%	-14%	-3%	25%	6%	-22%	11%	-0.3%	10%
Cc1c(N)cccc1[N+](=O)[O-]	-4%	0%	14%	13%	1%	?	1%	1.4%	3%
CN(C)c1ccc(/C=C/C=C2/C(=O)NC(=O)N(c3ccccc3)C2=O)cc1	?	167%[activator]	-29%	15%[57.1 µM]	-9%	-26%	7.9µM*	-5.4%	-4%
Cc1cc([N+](=O)[O-])c2ccccc2[n+]1[O-]	-21%	?	-4%	-35%	4%	-22%	1%	-0.4%	16%
CC(C)(C)NS(=O)(=O)c1ccc(OCC(=O)N2CCN(Cc3ccccc3)CC2)cc1	4%	-11%	13%	36%[activator][57.1 µM]	8%[57.1 µM]	-1%	1%	-0.5%	2%
O=Cc1cn(Cc2ccccc2[N+](=O)[O-])c2ccccc12	4%	-2%	-12%	6%[57.1 µM]	8%[57.1 µM]	-13%	1%	4.1%	?
O=C(N/N=C/c1c(O)n(C2CCCCC2)c(=S)[nH]c1=O)c1ccccc1O	0%	?	8%	31%	3%	-19%	9%	3.6%	?
Cc1c(N)c(C)c([N+](=O)[O-])c(C)c1[N+](=O)[O-]	-3%	-9%	-5%[56.9 µM]	1%	-1%	-18%	-18%	-2.8%	0%
NP(=O)(OCCCCc1ccccc1)Oc1ccccc1Cl (stereo unspecified)	0%	11%	0%	10%[57.1 µM]	6%[57.1 µM]	-14%	1%	-0.2%	-1%
Cn1c(O)c(/C=N/c2ncccn2)c(=O)n(C)c1=O	-6%	?	-43%	?	-15%	-15%	0%	8.4%	0%
CCC1CN1P(=S)(N1CC1CC)N1CC1CC (stereo unspecified)	-4%	10%	-20%	3%[57.1 µM]	-7%	-3%	-3%	.	0%
CCCCCCn1c(O)c(C(C)=NC)c(=O)[nH]c1=O	3%	-6%	-2%	-15%[57.1 µM]	6%[2.29 µM]	-4%	3%	-0.2%	1%
CCOc1ccc(-c2c(C)n(-c3ccc(OCC)cc3)c3[n+]2CCCCC3)cc1	6%	167%[activator]	-8%	-4%	2%	-5%	-24%	2.3%	-6%
COc1ccc(N=Cc2c(O)n(C)c(=O)[nH]c2=O)cc1	-8%	-8%	-39%	23%[11.4 µM]	9%	-20%	-1%	6.8%	0%
Oc1ccc2c3c1O[C@H]1[C@@H](O)CC[C@@]4(O)[C@@H](C2)N(CC2CCC2)CC[C@]314	0%&-1%	-1%&-3%	7%&-4%	0%&11%	-2%&6%	?	4%&1%	0.0%&-1.3%	-10%&3%
CC(=O)O[C@H]1C(=O)[C@@]2(C)C([C@H](OC(=O)c3ccccc3)[C@]3(O)C[C@H](OC(=O)[C@H](O)[C@@H](NC(=O)Cc4ccccc4)c4ccccc4)C(C)=C1C3(C)C)[C@]1(OC(C)=O)CO[C@@H]1C[C@@H]2O (stereo partly specified)	-28%	-9%	8%	23%[57.1 µM]	-7%	-14%	3%	3.2%	14%
O=C(Cc1cccs1)N1Cc2ccccc2-n2nncc2C1	-3%	40µM*	.	.	.	-6%	-17%	.	-4%
COCCN(CCOC)S(=O)(=O)c1ccc(C(=O)Nc2sc3c(c2C(N)=O)CCCC3)cc1	.	-29%	-40%	?	11%	-23%	.	8.3%	.
CC(C)Oc1ccc(Cc2c(O)[nH]c(=O)[nH]c2=O)cc1	0%	-11%	-11%	14%	10%[57.1 µM]	-9%	-8%	-0.6%	-4%
CC1C(c2cccs2)=[N+]([O-])C(C)(C(=O)c2ccc(Cl)cc2)N1O (stereo unspecified)	1%	?	-25%	8%[57.1 µM]	10%[57.1 µM]	-14%	2%	.	4%
NNC(=O)c1ccc(O)cc1	-7%	-21%	17%[56.9 µM]	9%[57.1 µM]	3%[57.1 µM]	-21%	-7%	8.2%	-3%
OCC1CN1C1CCCCC1 (stereo unspecified)	0%	-2%	-8%	8%[57.1 µM]	6%[57.1 µM]	-6%	9%	.	-1%
Cc1ccc(-n2c(/C=C/c3ccc(Br)s3)nc3ccccc3c2=O)cc1	0%	7%	8%	6%[57.1 µM]	-1%[57.1 µM]	-13%	-2%	-1.0%	-4%
O[C@H]1C2CCC1C(N1CCCCC1)CC2 (stereo partly specified)	0%	127%	16%	15%	2%	6%	1%	1.2%	1%
COCc1cc(OC(=O)N(C)C)nc(-c2ccc(C)c(Cl)c2)n1	1%	100%[activator]	10%	-11%	-9%	-23%	6%	-0.6%	0%
Cc1cc(C=C2C(=O)N(C)C(=S)N(C)C2=O)c(C)n1-c1ccncc1	-8%	145%[activator]	?	?	3%	-26%	-26%	-15%	3%
COc1ccc(C2SCC(=O)Nc3c2c(C)nn3C2CCOC(C)(C)C2)cc1OC (stereo unspecified)	2%	8%	-27%	-4%[57.1 µM]	1%[57.1 µM]	-3%	-2%	4.2%	6%
O=C(NC(=S)N1CC1)c1ccccc1	-3%	-14%	.	.	.	-7%	-9%	.	1%
O=c1[nH]c(=O)n(C2CCCCC2)c(O)c1C1=Nc2ccccc2SC(c2ccccc2)C1 (stereo unspecified)	.	-21%	11%	21%	-4%	?	.	-2.9%	.
N#CCCn1cc(C(=O)Nc2ccccc2Br)c(-c2ccc3c(c2)OCCO3)n1	-5%	-23%	-2%	19%	10%[57.1 µM]	-2%	5%	-0.6%	5%
Cn1cc(C(=O)OCC(=O)NC2CCCCC2)c2ccccc21	1%	?	-9%	0%	-12%	-15%	-6%	-1.2%	-7%
CCCCC(=O)N/N=C/c1c(O)n(CCCC)c(=S)[nH]c1=O	-2%	?	11%	-2%[57.1 µM]	0%[57.1 µM]	-14%	4%	1.1%	3%
Cc1ccc(/C=C2\C(=O)NC(=O)N(Cc3ccccc3Cl)C2=O)o1	?	32µM*	?	?	0%	-4%	-6%	1.6%	-7%

Look-ups from the entries so far:
`NP(=O)(OCCCCc1ccccc1)Oc1ccccc1Cl` (stereo unspecified) @ 12-LOX inh: 11%
`Cc1cc([N+](=O)[O-])c2ccccc2[n+]1[O-]` @ mIDH1 inhibitor: 16%

Assay outcomes: PubChem, National Center for Advancing Translational Sciences (NCATS)

The list is partial; rates above refer to the full screens.
